STK33 inh – blocks human STK33 kinase activity. Q9BYT3. purified STK33, MBP phosphorylation, ADP-Glo luminescence. inhibition, % at 10 µM. hit rate 0.073% among 320,000;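 active = inhibition at or above 25%, using the most active replicate where run in duplicate; inactive = inhibition below 25%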
Target sequence (Q9BYT3 whole entry, looked up): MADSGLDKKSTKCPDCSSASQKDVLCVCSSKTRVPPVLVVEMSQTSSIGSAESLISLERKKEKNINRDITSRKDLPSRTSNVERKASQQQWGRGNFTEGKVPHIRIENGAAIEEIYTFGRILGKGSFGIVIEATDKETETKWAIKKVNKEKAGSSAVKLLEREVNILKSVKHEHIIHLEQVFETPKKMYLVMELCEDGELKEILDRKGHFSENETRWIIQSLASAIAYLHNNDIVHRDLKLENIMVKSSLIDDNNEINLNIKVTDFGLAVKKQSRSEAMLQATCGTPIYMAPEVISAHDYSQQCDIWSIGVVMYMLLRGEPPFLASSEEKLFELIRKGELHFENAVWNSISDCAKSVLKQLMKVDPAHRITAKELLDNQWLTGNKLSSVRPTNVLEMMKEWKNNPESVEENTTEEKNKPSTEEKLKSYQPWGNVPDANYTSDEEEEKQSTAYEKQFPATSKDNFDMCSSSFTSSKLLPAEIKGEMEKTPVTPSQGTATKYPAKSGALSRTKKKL
KCNQ2 block – KCNQ2 channel blockers in CHO-K1 cells – cell-based, FluxOR thallium flux, B-score, primary screen (AID 2156) | 20 min; active compounds read low | O88943 | B-score at 10 µM | hit rate 1.1% among 310,000;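 active = fluorescence ratio B-score at most minus 3 library SDs, with starting brightness B-score within 2 library SDs, cut at about -5.5 in these data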
Kir21 inh – blocks the mouse Kir2.1 inward-rectifier potassium channel | P35561 | HEK293-Kir2.1, FluxOR thallium flux fluorescence; active compounds read low | B-score at 10 µM | hit rate 0.85% among 310,000 | AID 1672;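 active = fluorescence ratio B-score at or below minus 3 SD of library scores, with starting-brightness B-score within 2 SD, cut at about -4.2 in these data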;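 note: channel flux triggered by added potassium and thallium sulfate stimulus; B-score of peak minus minimum fluorescence over baseline after thallium stimulus; more negative B-score means stronger Kir2.1 block with less thallium influx; some compounds called inactive have numbers as strong as hits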
Target sequence (P35561 whole entry, looked up): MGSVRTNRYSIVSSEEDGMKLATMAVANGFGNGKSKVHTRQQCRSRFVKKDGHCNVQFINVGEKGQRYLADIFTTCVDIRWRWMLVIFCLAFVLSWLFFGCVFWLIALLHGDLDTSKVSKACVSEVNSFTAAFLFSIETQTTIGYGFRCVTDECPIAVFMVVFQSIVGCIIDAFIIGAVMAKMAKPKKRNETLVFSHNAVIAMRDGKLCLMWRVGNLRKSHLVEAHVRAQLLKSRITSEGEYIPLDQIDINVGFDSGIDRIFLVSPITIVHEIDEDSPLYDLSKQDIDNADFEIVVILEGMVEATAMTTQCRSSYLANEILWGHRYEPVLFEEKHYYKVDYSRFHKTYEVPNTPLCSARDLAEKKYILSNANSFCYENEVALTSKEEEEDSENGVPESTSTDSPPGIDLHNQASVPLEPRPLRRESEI
An asterisk follows results filed as active; i = inactive; · = no result given.

Value order – STK33 inh	KCNQ2 block	Kir21 inh
1: Cc1nn(C(=O)c2cc([N+](=O)[O-])ccc2Cl)c(C)c1Br
 : -1.9	i	0.72
2: COc1cccc(-n2c(Cc3cc(=O)[nH]c(=O)[nH]3)nnc2SCC(=O)N2CCC(C)CC2)c1
 : -3.5	i	0.01
3: Cc1nn(-c2ccccc2)c(C)c1P(=O)(c1ccccc1)N(C)C (stereo not given)
 : 1.2	i	-2.05
4: O=C(CN1CCOCC1)NNC(=S)Nc1ccc(Cl)cc1
 : 0.7	i	0.23
5: Cc1ccc(CN(C(=O)c2c(F)cccc2F)C2CC(C)(C)NC(C)(C)C2)o1
 : -1.7	i	0.95
6: NNC(=O)CCN1CCN(Cc2ccccc2)CC1
 : -1.3	i	-1.88
7: Cc1ccc(S(=O)(=O)N2CCC(=O)N(CCOC(=O)Nc3ccc(F)cc3)CC2)cc1
 : 0.5	i	-0.29
8: Cc1cc(=O)oc(C)c1C(=O)NC1CC(C)(C)NC(C)(C)C1
 : 0.2	i	-2.21
9: O=c1c2ccccc2nc(/C=C/c2ccccc2)n1CCCO
 : -0.1	i	2.72
10: CCNC(=O)Nc1ccccc1C(=O)OC
 : -0.1	i	1.66
11: Cc1cc(Cl)c(S(=O)(=O)NCc2cccnc2)cc1OCC(=O)NC1CCCCC1
 : -0.3	i	-0.57
12: CS(=O)(=O)c1ccccc1-c1nnc(NC(=O)c2ccc(S(=O)(=O)N3CCCC3)cc2)o1
 : ·	i	0.3
13: Fc1cccc(CNCc2ccc3c(c2)OCO3)c1
 : -1.5	i	1.59
14: CCOC(=O)C1CCN(C(=O)Cc2ccc(OC)c(OC)c2)CC1
 : -1.9	i	1.41
15: O=C(Cc1cccs1)Nc1ccc(-c2nnn(CC(=O)N3CCOCC3)n2)cc1
 : -11.3	i	0.04
16: CCOC(=O)COc1c(C=O)cc(Br)cc1OC
 : -2.1	i	-0.04
17: CSc1ccc(C(=S)N2CCN(C)CC2)cc1
 : -0.3	i	-0.03
18: COCCn1c(-c2ccc(Cl)cc2)cnc1SCC(=O)NCCc1ccc(OC)c(OC)c1
 : -0.6	i	-0.49
19: CCc1ccc(-n2c(=S)sc3c(=O)n(-c4ccccc4C)c(SCC(=O)O)nc32)cc1
 : -2.1	i	2.08
20: CC(=O)C1=C(O)CCCC1=NCc1nc2ccccc2[nH]1
 : -1.9	i	0.02
21: COc1ccc(/C(C)=N/NC(=O)CNC(=O)c2cccnc2)cc1OC
 : -1.4	i	0.26
22: CC(C)(NC(=O)c1cc(Cl)c2ccccc2c1O)C(=O)O
 : 0.0	i	2.69
23: O=C(CC(c1ccc(F)cc1)c1ccco1)Nc1nccs1 (stereo not given)
 : 0.8	i	0.22
24: CC(C)CN(C(=O)COC(=O)C(C)N1C(=O)c2ccccc2C1=O)c1c(N)n(Cc2ccccc2)c(=O)[nH]c1=O (stereo not given)
 : -0.1	i	0.32
25: Cc1nn(-c2ccc(Cl)cc2)c2sc(C(=O)c3c(N)n(C)c(=O)n(C)c3=O)cc12
 : -1.8	i	1.71
26: O=C(CN1C(=O)C2CC=CCC2C1=O)NCC(=O)Nc1ccc(F)c(F)c1F (stereo not given)
 : -1.7	i	0.74
27: COc1ccc(Cl)cc1NC(=S)NNC(=O)C1(C)CC1(Cl)Cl (stereo not given)
 : -0.5	i	1.26
28: C=CCO/N=C(\C)c1c(O)c(C)c(-c2ccccc2)n(-c2ccccc2)c1=O
 : -1.2	i	-1.79
29: CC(=O)Nc1ccc(S(=O)(=O)Nc2cc(C)cn(Cc3ccccc3)c2=O)cc1
 : -0.2	i	0.98
30: COc1cccc(/C=N/N2CCOCC2)c1O
 : -0.5	i	0.57

Quoted at random: 7 entries already listed
Value order – STK33 inh	KCNQ2 block	Kir21 inh
6: NNC(=O)CCN1CCN(Cc2ccccc2)CC1
 : -1.3	i	-1.88
29: CC(=O)Nc1ccc(S(=O)(=O)Nc2cc(C)cn(Cc3ccccc3)c2=O)cc1
 : -0.2	i	0.98
7: Cc1ccc(S(=O)(=O)N2CCC(=O)N(CCOC(=O)Nc3ccc(F)cc3)CC2)cc1
 : 0.5	i	-0.29
2: COc1cccc(-n2c(Cc3cc(=O)[nH]c(=O)[nH]3)nnc2SCC(=O)N2CCC(C)CC2)c1
 : -3.5	i	0.01
11: Cc1cc(Cl)c(S(=O)(=O)NCc2cccnc2)cc1OCC(=O)NC1CCCCC1
 : -0.3	i	-0.57
16: CCOC(=O)COc1c(C=O)cc(Br)cc1OC
 : -2.1	i	-0.04
1: Cc1nn(C(=O)c2cc([N+](=O)[O-])ccc2Cl)c(C)c1Br
 : -1.9	i	0.72

Further records.
Value order – STK33 inh	KCNQ2 block	Kir21 inh
31: COC(=O)Nc1nc(-c2cc(Cl)ccc2Cl)cs1
 : -1.0	i	0.08
32: Cc1ccc2c(c1)NC(=O)C(N1CCOCC1)(C(F)(F)F)O2 (stereo not given)
 : 0.2	i	-0.48
33: COc1ccc(CCNC(=O)CCSc2nc(-c3ccco3)cc(C(F)(F)F)n2)cc1OC
 : -1.2	i	-4.41*
34: O=C(Nc1ccccc1F)NC1CC1
 : -1.8	i	-0.47
35: Cc1c(NC(=O)CN2C(=O)NC(C)(c3ccc(OC(F)F)cc3)C2=O)c(=O)n(-c2ccccc2)n1C (stereo not given)
 : -0.7	i	1.1
36: O=C(CCCCCCCC(=O)c1ccccc1)c1ccccc1
 : -3.0	-6.24*	0.45
37: COc1ccc(C)cc1NC(=O)c1ccoc1C
 : -1.1	i	0.54
38: O=C(CCNS(=O)(=O)c1ccc(Br)s1)NCc1ccc(F)cc1
 : -0.3	i	1.24
39: O=C(N/N=C/c1ccncc1)c1cccs1
 : 0.6	i	-0.09
40: O=C(COC(=O)c1ccc[nH]c1=O)NCCc1ccc(F)cc1
 : -1.0	i	0.16
41: O=C(CN1C2=NCCN2c2ccccc21)c1ccc2c(c1)OCO2
 : 0.4	i	0.1
42: Cc1ccc(NC(=O)COC(=O)C(CC(C)C)N2C(=O)C3CC=CCC3C2=O)c(C)c1 (stereo not given)
 : -1.5	i	-0.05
43: O=C(COc1ncnc2sccc12)NC1CCCc2ccccc21 (stereo not given)
 : -1.3	i	-1.48
44: CS(=O)(=O)Nc1ccccc1C(=O)NCC1(N2CCCCC2)CCCCC1
 : -1.7	i	2.57
45: CCn1c(COc2ccccc2)nnc1SCC(=O)C(C)(C)C
 : 0.6	i	-2.86
46: COc1cc(NC(=O)C(=O)NNC(=O)C2CCCCC2)c(OC)cc1Cl
 : 0.7	i	0.25
47: COc1ccccc1OCC(=O)NN1Cc2ccccc2C1=N
 : -1.6	i	1.19
48: CCCc1[nH]nc2c1C(c1ccc(OCCN3CCOCC3)c(OCC)c1)C(C#N)=C(N)O2 (stereo not given)
 : -1.0	i	0.54
49: COc1ccc(CCC(C)Nc2ccc(F)cc2)cc1 (stereo not given)
 : 0.8	i	-0.27
50: CN(C)c1ccc(C(=O)/C=C/c2ccc(Br)cc2)cc1
 : -0.8	i	-1.99
51: CCOc1cccc(CN2CCC(Oc3ccc(C(=O)N4CCCC4)cc3)CC2)c1
 : -0.1	i	-2.84
52: COc1ccc(NC(=S)NCc2ccccc2)c(OC)c1
 : -0.7	i	0.48
53: CCCCn1c(CCCNC(=O)c2ccco2)nc2ccccc21
 : 0.2	i	0.22
54: O=C(O)C1CC(=O)N(c2ccc(OCc3ccccc3Cl)cc2)C1 (stereo not given)
 : -1.2	i	0.7
55: Cc1cccn2c(=O)c3cc(C(=O)NCc4ccco4)c(=N)n(CCOCCO)c3nc12
 : -0.3	i	-1.99
56: COC(=O)c1cc(S(=O)(=O)N2CCN(C(=O)c3ccco3)CC2)cn1C
 : -2.0	i	0.3
57: COc1ccc(CNC(=O)c2cc3cccc(O)c3oc2=N)cc1
 : 0.1	i	0.67
58: COCCNC(=S)N1CCCN(c2nc3cc(C)ccc3cc2C#N)CC1
 : 1.5	i	-2.01
59: c1ccc(NC(c2ccccc2)c2ccncc2)cc1 (stereo not given)
 : -0.6	i	-0.7
60: CCn1ccc(C(=O)Nc2ccccc2Cl)n1
 : -1.6	i	0.35

Further results follow.
Value order – STK33 inh	KCNQ2 block	Kir21 inh
61: CCN(CC)S(=O)(=O)c1ccc(OC)c(NC(=S)Nc2cccc(C)c2)c1
 : -1.2	i	-0.08
62: COc1ccc(OC)c(NC(=O)CSc2nnc(CNC(=O)c3cccs3)o2)c1
 : -3.1	i	-0.79
63: Cc1ccc(NC(=O)COc2ccc(C(=O)c3ccccc3)cc2)c(O)c1
 : -0.5	i	1.28
64: O=c1c2[nH]c3ccccc3c2ncn1CCN1CCOCC1
 : -0.5	i	-0.55
65: COc1cccc(C(=O)NC2CC3CCCC(C2)N3CC(=O)Nc2ccccc2)c1 (stereo not given)
 : 0.9	i	-0.3
66: N#CC1=C(N)Oc2c(O)cc3ccccc3c2C1c1ccsc1 (stereo not given)
 : 0.8	i	1.14
67: COc1ccc2c(c1)NC(C)(C)C=C2C
 : -1.0	i	-1.44
68: Cc1nc2ccc(NC(=O)c3ccco3)cc2nc1C
 : -1.9	i	0.05
69: COc1cc(NC(=O)c2ccccc2)c(OC)cc1NC(=O)Cc1ccc(C)cc1
 : 1.0	i	0.28
70: CCCN=C(N)/C(C(=O)OCC)=C(\O)c1ccc(OC)cc1
 : -0.1	i	-0.56
71: CCN(CC(=O)N1CCN(C)CC1)S(=O)(=O)c1ccc(Cl)cc1
 : -2.0	i	-2.75
72: COC(=O)[C@@H](NC(=O)NC(C)CCc1ccccc1)C(C)C (stereo not given in full)
 : -1.3	i	0.29
73: CC(C)(C)c1ccc(NC(=O)CSc2nnc(-c3n[nH]c4ccccc34)o2)cc1
 : -0.9	i	0.48
74: CC(=O)NNC(=S)NC(=O)C(c1ccccc1)c1ccccc1
 : -0.3	i	0.91
75: Cc1ccc(-c2cc(C(F)F)n3ncc(C(=O)N4CCCCC4c4cccnc4)c3n2)cc1 (stereo not given)
 : -1.9	i	-0.26
76: Cc1cc2[nH]c(=O)c(=O)[nH]c2cc1S(=O)(=O)NCc1ccc(Cl)cc1
 : 0.3	i	1.48
77: COc1ccccc1C(=O)NC(=O)COC(=O)CN1C(=O)NC(C)(C)C1=O
 : 1.2	i	0.71
78: CCc1nnc(NC(=O)c2cc([N+](=O)[O-])ccc2N2CCOCC2)s1
 : -0.6	i	1.44
79: CC1CC1C(=O)OCC(=O)Nc1ccccc1Oc1ccccc1 (stereo not given)
 : -1.4	i	-0.21
80: Cc1cc(C)cc(N(C(=O)c2ccccn2)C(C(=O)NC2CCCCC2)c2cccs2)c1 (stereo not given)
 : -0.3	i	-0.56
81: CCOc1ccc(N2C(=O)CC(N)C2=O)cc1 (stereo not given)
 : -1.7	i	0.02
82: COc1ccc(Cc2nnc(N/N=C(\C)c3ccccc3)[nH]c2=O)cc1OC
 : -0.8	i	0.82
83: COc1ccc(-c2csc(NCCc3nc4cc(C(=O)NCCCO)ccc4n3Cc3ccc(C)cc3)n2)cc1
 : 0.2	i	0.13
84: Cc1ccccc1NC(=O)C(=O)NCC1CCCN1S(=O)(=O)c1cccs1 (stereo not given)
 : -0.9	i	1.56
85: Cc1ccc(S(=O)(=O)N2CCOCC2)cc1NC(=O)COC(=O)c1ccc2c(c1)OCO2
 : 1.7	i	3.68
86: CC12CN3CC(C)(CN(C1)C3c1ccc(Cl)cc1Cl)C2=O (stereo not given)
 : 1.0	i	1.85
87: CCOC(=O)C1CCCN(C2=NC(=O)/C(=C/c3ccc(O)c(OCC)c3)S2)C1 (stereo not given)
 : 0.7	i	-1.47
88: CCOc1ccc(N=C(NC#N)SC)cc1
 : -1.5	i	0.17
89: CC(=O)Nc1ccc(S(=O)(=O)Nc2nccc(/C=C/c3ccccc3F)n2)cc1
 : -0.2	i	1.45
90: O=C(COC(=O)C1(c2ccccc2F)CCCC1)NCc1cccs1
 : -1.9	i	-6.85*

Later entries.
Value order – STK33 inh	KCNQ2 block	Kir21 inh
91: O=C1CC2(CCN(C(=O)c3c(F)cccc3F)CC2)Oc2ccccc21
 : 0.8	i	1.1
92: COc1ccc(OC)c(C2=NOC(C(=O)NCc3ccccn3)C2)c1 (stereo not given)
 : -0.1	i	-0.67
93: O=C(CSc1nnc2ccccn12)NCc1cccs1
 : 0.2	i	1.45
94: CCCc1cc(C(=O)NNC(=S)NC2CCCCC2)cs1
 : -0.9	i	-1.35
95: CS(=O)(=O)N(CC(O)CON=C1c2ccccc2-c2ccccc21)c1ccc(F)cc1 (stereo not given)
 : -1.7	i	0.72
96: N#C/C=C/N1CCC(Cc2ccccc2)CC1
 : -0.6	i	1.52
97: C=CCn1c(SCc2cccc3ccccc23)nnc1-c1cccnc1
 : 6.4	i	-6.44*
98: O=C1C2CCCN2C(=O)N1CCCN1CCN(c2ccc([N+](=O)[O-])cc2)CC1 (stereo not given)
 : -0.4	i	0.05
99: Clc1ccc(CN2CCN(c3ncccn3)CC2)cc1
 : -1.2	i	0.2
100: CCOC(=O)c1c(NC(=O)COC)sc(C)c1C
 : -1.3	i	-2.99
101: COc1cc(/C=N/NC(=O)c2ccoc2C)ccc1O
 : 2.3	i	0.83
102: O=C(c1ccc([N+](=O)[O-])cc1)N1CCN(c2cccc3[nH]ccc23)CC1
 : -2.0	i	0.17
103: NC(=O)C1CCN(c2oc(/C=C/c3ccc(F)cc3)nc2S(=O)(=O)c2ccccc2)CC1
 : -2.7	i	1.62
104: CCCCc1nnc(NC(=O)c2ccc3c(=O)n4c(nc3c2)CCC4)s1
 : -0.5	i	0.16

Single records, as listed above:
`NC(=O)C1CCN(c2oc(/C=C/c3ccc(F)cc3)nc2S(=O)(=O)c2ccccc2)CC1` across the screens: STK33 inh = -2.7; KCNQ2 block = i; Kir21 inh = 1.62
`N#C/C=C/N1CCC(Cc2ccccc2)CC1` across the screens: STK33 inh = -0.6; KCNQ2 block = i; Kir21 inh = 1.52

Screens deposited in PubChem by several laboratories.
